Assay outcomes: PubChem, Sanford-Burnham Center for Chemical Genomics
TAG inh – inhibitors of triacylglycerol accumulation, primary screen, cell-based, uHTS, fluorescence, H9c2; AID 651582, 2012; H9c2 cells, Nile Red lipid (TAG) fluorescence; cells loaded with 200 µM oleic acid; actives 0.66% (n = 230,000); inhibition, % at 12.5 µM;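 active = pattern-corrected inhibition of lipid staining of at least 50% with the nuclear-stain viability signal not falling by more than 50%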;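 also: 0% = DMSO wells and 100% = triacsin C control wells; some results filed as inactive read as strong as hits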
TAG inh DAPI viability – second read-out of TAG inh, no call of its own (marks repeat the call); DAPI nuclei signal change (viability), lower = more cytotoxic, %;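 whole-well DAPI fluorescence read on a plate reader as a viability signal; minus 50 percent equals half of cells still viable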
An asterisk follows results filed as active. This is a subset; count on the stated rates, not on these rows.

SMILES | TAG inh | TAG inh DAPI viability
Cc1csc(NC(=O)CSc2nc3ccccc3s2)n1 | 0 | -11
N#Cc1ccccc1S(=O)(=O)N1CCN(CC(=O)NCC2(N3CCOCC3)CCCCC2)CC1 | 2 | -4
Cc1ccc(C)c(C(=O)COC(=O)CCN2C(=O)C3C4CCC(C4)C3C2=O)c1 (stereo unspecified) | 7 | 3
CCNC(=O)CN(CCc1ccccc1)S(C)(=O)=O | -8 | 1
CCC(=O)Nc1cccc(NC(=O)CSc2nnnn2Cc2ccccc2)c1 | 5 | 20
O=C(COc1ccc(CO)cc1Cl)Nc1ccc(F)cc1 | -2 | 2
Cc1oc2c(cc(NS(=O)(=O)c3cccs3)c3ccccc32)c1C(=O)OC(C)C | -9 | 11
Cc1ccc(Oc2ncnc(N)c2[N+](=O)[O-])cc1C | 3 | -1
Cc1nc(N/N=C/c2cccnc2)cc(N2CCOCC2)n1 | -2 | 3
O=C(c1ccco1)N1CCN=C1SCc1ccccc1Cl | 11 | -2
COc1ccccc1NC(=O)C1CC(C)OC1=O (stereo unspecified) | 3 | 6
CC(=O)Nc1cccc(C(=O)N2CCN(S(=O)(=O)Cc3ccccc3)CC2)c1 | -13 | 7
CCCNC(=O)C1(C)CCCN(C(=O)Cc2ccc3ccccc3c2)C1 (stereo unspecified) | 9 | -7
COc1ccc(-n2nc3ccc(N)cc3n2)cc1 | 11 | 50
O=C(Nc1ccc(N2CCN(C(=O)c3ccco3)CC2)cc1)c1ccco1 | -1 | -10
CC1CC1C(=O)OCC(=O)NC(=O)c1ccc(C(C)(C)C)cc1 (stereo unspecified) | -6 | 2
CC(=O)COC(=O)C1CCN(S(=O)(=O)c2cc([N+](=O)[O-])ccc2Cl)CC1 | 8 | -8
Cn1c(N)c(C(=O)c2ccc(Cl)c(S(=O)(=O)N3CCCCCC3)c2)c(=O)n(C)c1=O | 4 | 5
Cc1cccc(C)c1NC(=O)CSc1nnc(Cn2nnc(-c3ccccc3)n2)n1-c1ccccc1 | 9 | -6
CCCC(=O)Nc1nc(C)c(-c2csc(Nc3ccc(Cl)cc3)n2)s1 | 9 | -2
CCC(C)N1CNc2c(c(=O)[nH]c(=S)n2-c2cccc(C)c2)C1 (stereo unspecified) | -13 | 3
COc1ccccc1OCC(=O)NC1CCSc2ccccc21 (stereo unspecified) | 11 | -3
CCNC(=O)C1(C)CCCN(C(=O)c2ccccc2Br)C1 (stereo unspecified) | 1 | -6
COCCCN(CC(=O)Nc1ccc(N2CCOCC2)cc1)S(=O)(=O)c1ccccc1 | -4 | 0
C/C(=N/Oc1nc(C)cc(C)n1)c1ccc(Br)cc1 | 4 | 1
C=CCn1c(SCC(=O)NCC2CCCO2)nc2scc(-c3ccc(OC)cc3)c2c1=O (stereo unspecified) | 15 | -2
O=C1/C(=C/c2ccco2)SC(=S)N1CC1CCCO1 (stereo unspecified) | -5 | -7
Cc1c(C(=O)NCCn2ccc3ccccc32)cccc1[N+](=O)[O-] | -3 | 3
O=C(CC(C(=O)O)P(=O)(c1ccccc1)c1ccccc1)c1ccccc1 (stereo unspecified) | 1 | 7
CCOC(=O)C1CCN(C(=O)c2cccc(S(=O)(=O)NCc3ccccc3)c2)CC1 | -8 | -13
CCCCOc1ccc(N(CC(=O)NC(C)(C)CC)C(=O)CCC(=O)Nc2ccccn2)cc1 | 4 | -4
CSCCC(NC(=O)c1ccco1)C(=O)N1CC(C)OC(C)C1 (stereo unspecified) | 8 | 0
Cc1c(F)cccc1NS(=O)(=O)c1ccc2c(c1)c(=O)n(C)c(=O)n2C | -1 | -20
CCC(C(=O)NC1CC(C)(C)NC(C)(C)C1)c1ccccc1 (stereo unspecified) | 10 | -6
CCc1cc2c(NCc3ccccc3)nc(C)nc2s1 | -20 | 9
O=C(N/N=C/c1ccc([N+](=O)[O-])o1)c1ccc(NS(=O)(=O)c2cccs2)cc1 | 9 | -6
CC[C@H](C)[C@H]1CNC(=S)N1CC1CCN(CCC23CC4CC(CC(C4)C2)C3)CC1 | 11 | 6
ONC(=Nc1ccc(Cl)cc1)c1ccccc1Cl | 14 | -11
COc1ccc(CCNC(=O)CN2CCC(C(N)=O)CC2)cc1 | 7 | -13
Cc1ccc(NC(=O)CSc2nnc3ccc(-c4cccnc4)nn23)cc1 | 10 | -5
CC(=O)c1cccc(NC(=O)C2Cc3c(-c4ccco4)ccnc3O2)c1 (stereo unspecified) | 9 | 3
O=C(NC1CC1)C1CCN(C2CCN(C(=O)CSc3ccccc3)CC2)CC1 | -8 | 5
Cc1cc(C(=O)Cn2cncn2)c(C)n1CCc1ccc(F)cc1 | 21 | -5
COc1cc2c(cc1OC)C(CNC(=O)C=Cc1ccccc1)C2 (stereo unspecified) | 14 | 10
COc1ccc(N2CCN(c3ccc(Cl)nn3)CC2)cc1 | 6 | 1
CC(C)c1ccc2c(c1)C(N1CCN(C)CC1)Cc1cccnc1S2 (stereo unspecified) | 18 | -12
N#CCC(=O)N/N=C/c1c2ccccc2cc2ccccc12 | -1 | 6
CCCCN(C(=O)c1ccc2ccccc2c1)c1c(N)n(CCCC)c(=O)[nH]c1=O | 12 | -4
CCCN1CCc2nc(SCC(=O)Nc3ccc(C)c(Cl)c3)[nH]c(=O)c2C1 | -2 | 1
CC(=O)c1ccc(NC(=O)CSc2nc(=O)n3cccc(C)c3n2)cc1 | 16 | 5
CCOCCc1c(O)nc(SCC(=O)NCc2ccco2)[nH]c1=O | -6 | 13
CC(C)(C)OC(=O)N1CCC(C(=O)Nc2ccc(C(=O)NCCc3ccccc3)cc2)CC1 | 24 | -9
CCOc1ccc(C(C)=O)cc1CSC(=N)N | -8 | 0
CCOc1ccccc1CN1CCC(CO)(CCOc2ccccc2)CC1 | 13 | 3
CCOC(=O)C1CCN(S(=O)(=O)c2ccc(-c3ccccn3)s2)CC1 | -21 | 10
CS(=O)(=O)NN1C(=O)c2ccccc2NC1c1ccccc1 (stereo unspecified) | 4 | -1
CC(=O)O/N=C(\N)Cc1ccc(-c2csnn2)cc1 | 3 | 2
CNC(=O)CSc1nc2[nH]ncc2c(=O)[nH]1 | -8 | 6
Cn1nc(C(F)(F)F)c(-c2cccc(C(F)(F)F)c2)c1NC(=O)c1ccco1 | -1 | 1
Cc1ccc(NC(=O)C2CCCN2S(=O)(=O)c2ccc3c(c2)n(C)c(=O)c(=O)n3C)c(C)c1 (stereo unspecified) | -6 | -1

No new results follow: 25 of the compounds above.
SMILES | TAG inh | TAG inh DAPI viability
Cc1c(F)cccc1NS(=O)(=O)c1ccc2c(c1)c(=O)n(C)c(=O)n2C | -1 | -20
CCC(C(=O)NC1CC(C)(C)NC(C)(C)C1)c1ccccc1 (stereo unspecified) | 10 | -6
CCc1cc2c(NCc3ccccc3)nc(C)nc2s1 | -20 | 9
O=C(N/N=C/c1ccc([N+](=O)[O-])o1)c1ccc(NS(=O)(=O)c2cccs2)cc1 | 9 | -6
CC[C@H](C)[C@H]1CNC(=S)N1CC1CCN(CCC23CC4CC(CC(C4)C2)C3)CC1 | 11 | 6
ONC(=Nc1ccc(Cl)cc1)c1ccccc1Cl | 14 | -11
COc1ccc(CCNC(=O)CN2CCC(C(N)=O)CC2)cc1 | 7 | -13
Cc1ccc(NC(=O)CSc2nnc3ccc(-c4cccnc4)nn23)cc1 | 10 | -5
CC(=O)c1cccc(NC(=O)C2Cc3c(-c4ccco4)ccnc3O2)c1 (stereo unspecified) | 9 | 3
O=C(NC1CC1)C1CCN(C2CCN(C(=O)CSc3ccccc3)CC2)CC1 | -8 | 5
Cc1cc(C(=O)Cn2cncn2)c(C)n1CCc1ccc(F)cc1 | 21 | -5
COc1cc2c(cc1OC)C(CNC(=O)C=Cc1ccccc1)C2 (stereo unspecified) | 14 | 10
COc1ccc(N2CCN(c3ccc(Cl)nn3)CC2)cc1 | 6 | 1
CC(C)c1ccc2c(c1)C(N1CCN(C)CC1)Cc1cccnc1S2 (stereo unspecified) | 18 | -12
N#CCC(=O)N/N=C/c1c2ccccc2cc2ccccc12 | -1 | 6
CCCCN(C(=O)c1ccc2ccccc2c1)c1c(N)n(CCCC)c(=O)[nH]c1=O | 12 | -4
CCCN1CCc2nc(SCC(=O)Nc3ccc(C)c(Cl)c3)[nH]c(=O)c2C1 | -2 | 1
CC(=O)c1ccc(NC(=O)CSc2nc(=O)n3cccc(C)c3n2)cc1 | 16 | 5
CCOCCc1c(O)nc(SCC(=O)NCc2ccco2)[nH]c1=O | -6 | 13
CC(C)(C)OC(=O)N1CCC(C(=O)Nc2ccc(C(=O)NCCc3ccccc3)cc2)CC1 | 24 | -9
CCOc1ccc(C(C)=O)cc1CSC(=N)N | -8 | 0
CCOc1ccccc1CN1CCC(CO)(CCOc2ccccc2)CC1 | 13 | 3
CCOC(=O)C1CCN(S(=O)(=O)c2ccc(-c3ccccn3)s2)CC1 | -21 | 10
CS(=O)(=O)NN1C(=O)c2ccccc2NC1c1ccccc1 (stereo unspecified) | 4 | -1
CC(=O)O/N=C(\N)Cc1ccc(-c2csnn2)cc1 | 3 | 2

Following part.
SMILES | TAG inh | TAG inh DAPI viability
NS(=O)(=O)c1ccc(CCNC(=O)NC2CCCCC2)cc1 | 7 | 8
Cc1cccc(N2CC(C(=O)Nc3cccc(S(=O)(=O)N4CCCCC4)c3)CC2=O)c1C (stereo unspecified) | -1 | 3
CCCCCCCCS(=O)CCC(=O)O (stereo unspecified) | 12 | -5
O=c1c2ccc([N+](=O)[O-])cc2ncn1CCOc1ccccc1 | -5 | 6
Cc1ccc2cc(C#N)c(N3CCCN(S(=O)(=O)c4ccccc4)CC3)nc2c1 | -8 | -10
Cn1nc(C(=O)N2CCCc3ccccc32)c2ccccc2c1=O | -6 | 3
O=C(COc1ncnc2sccc12)Nc1ccc(F)cc1F | 6 | -1
O=C(O)c1cc(S(=O)(=O)N2CCOCC2)c(Sc2ccccn2)cc1Sc1ccccn1 | -11 | -3
CC(=O)c1nn(-c2cccc(Br)c2)cc1C(=O)c1ccc(C)cc1 | -5 | 1
CC1(c2cc([N+](=O)[O-])cc([N+](=O)[O-])c2)CC(C)(C)N(C(=O)c2ccccc2)c2ccccc21 (stereo unspecified) | 91* | -9.8*
CCOc1cc(/C=C\[N+](=O)[O-])ccc1OCC(=O)Nc1ccccc1C | 100 | -65
Cn1nnnc1SCC(=O)N1CCOCC1 | 0 | 5
O=C(CN1C(=O)NC2(CCOc3ccccc32)C1=O)c1cccs1 (stereo unspecified) | 0 | -2
O=[n+]1cc(-c2cccc3ccccc23)n([O-])c2c1CCC2 | 7 | -3
COc1ccc(C(=O)N2CCCC(O)C2)cc1OC1CCN(C(C)C)CC1 (stereo unspecified) | 1 | 7
CCC(CC)c1nn2c(N)c(/C=C3\C=Nc4ccccc43)c(=O)nc2s1 | 4 | 1
COc1ccc(CCNC(=O)COc2ccc(-c3ccccc3)cc2)cc1OC | -17 | 12
CN(/N=C/C=C/c1ccccc1)C1=NS(=O)(=O)c2ccccc21 | -4 | -9
COc1cc2cc(C(=O)N3CCN(Cc4ccc5c(c4)OCO5)CC3)c(=O)oc2cc1OC | -3 | 78
CCCN(C(=O)c1nc2nc(C)cc(C)n2n1)c1c(N)n(Cc2ccccc2)c(=O)[nH]c1=O | -3 | -4
C=CCNC(=O)CN(c1ccc(OC)cc1OC)S(C)(=O)=O | -3 | 7
Cc1cc(C(F)(F)F)c2c(C)nn(-c3ccccc3)c2n1 | 7 | 2
COCCn1c(N)c(C(=O)NS(=O)(=O)c2ccc(C)cc2)c(=O)[nH]c1=O | -6 | 1
COc1ccc(CN(C)C(=O)c2ccccc2Sc2ccccc2C#N)c(OC)c1 | 6 | -2
CCOC(=O)CSc1nc2c([nH]c3ccccc32)c(=O)n1C | 29 | -5
COc1ccc(C(=O)c2ccc(OC)cc2O)c(O)c1 | 10 | -2
CCC(C)Sc1cccc(-c2nc3ccc(C)cn3c2NCc2ccccc2)c1 (stereo unspecified) | 3 | 61
O=C(Nc1ccc(Nc2ccccc2)cc1)C(Cl)Cl | -24 | 2
CC1=NN(C(=O)Cc2ccc(C)cc2)C(O)(c2cccnc2)C1 (stereo unspecified) | -13 | -10
CCCCC(=O)NS(=O)(=O)c1ccc(N=NN(CC)CC)cc1 | 6 | -6
CCc1cc(=O)oc2cc(C)c(CN3CCCCC3)c(O)c12 | -11 | 3
COc1ccc(OCCOC(=O)c2cc(S(=O)(=O)N3CCOCC3)c(Cl)cc2Cl)cc1 | -12 | 11
CCOc1ccc2nc(SCC(=O)NC3CCS(=O)(=O)C3)[nH]c2c1 (stereo unspecified) | -4 | 4
COc1ccc(-c2ccc([C@H]3[C@H]4C=CC[C@@H](C)[C@@H]4C(=O)N3Cc3ccccc3)c(F)c2)cc1C | -16 | -3
CCCCn1c(SCC(=O)c2ccc3c(c2)OCCO3)nnc1-c1ccco1 | -9 | 1
COn1c(-c2ccccc2)c(C=O)c2ccccc21 | -10 | 2
COc1ccc(NC(=O)N(CCCN2CCOCC2)Cc2cccnc2)c(OC)c1 | -3 | 9
Cc1ccc(S(=O)(=O)CNC(=O)c2ccccc2)cc1 | -11 | 1
Cc1cc2cc3n(c2nn1)N=C(Cl)CC3 | 21 | -4
COCCn1c(Cc2ccccc2)nnc1SCC(=O)Nc1oc(C)c2c(C)n[nH]c(=O)c12 | -18 | -6
Cc1ccc(CNC(=O)c2ccc([N+](=O)[O-])o2)cc1 | -29 | -13
O=S(=O)(Nc1ccc2c(c1)CCC2)c1cccs1 | 9 | 6
O=C1CCCc2ccccc2N1Cc1cccc(Cl)c1 | 13 | -5
CC(=O)Nc1sc2c(c1C#N)CCC(C)C2 (stereo unspecified) | -11 | -8
COc1ccc(N2C(=O)C(CC(N)=O)N(NC(=O)c3cccc(OC)c3)C2=S)cc1 (stereo unspecified) | 15 | -2
O=C(/C=C/c1ccccc1)NC(NC(=S)Nc1ccc(Cl)cc1)C(Cl)(Cl)Cl (stereo unspecified) | -16 | 6

Whole records, looked up by structure:
Record of O=C1CCCc2ccccc2N1Cc1cccc(Cl)c1 = TAG inh = 13; TAG inh DAPI viability = -5
Record of O=S(=O)(Nc1ccc2c(c1)CCC2)c1cccs1 = TAG inh = 9; TAG inh DAPI viability = 6
